Screening data deposited in PubChem BioAssay by several laboratories.
Cardiac RTF inh: cardiac RTF calcium desensitization; P19429+P45379; IANBD-labeled cardiac RTF, Ca2+ fluorescence; inhibition, % at 7.15 µM; 0.12% of 340,000 active;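 active means inhibition above the mean inhibition of all tested compounds plus 3 SD, cut at about 17% in these data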;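 further: assay run at fixed EC70 calcium of 1.6 mM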
OPRM1-OPRD1 ag: OPRM1-OPRD1 heterodimerization agonism; 0.3% of 340,000 active; activation, % at 9.3 µM; cells, luminescence; AID 504326; in the data active means activation above about 18%;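 further: 0% = vehicle-treated cells and 100% = reference agonist; values of inactives mirror those of a sister screen read the other way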
Target sequence (P35372 whole entry, looked up): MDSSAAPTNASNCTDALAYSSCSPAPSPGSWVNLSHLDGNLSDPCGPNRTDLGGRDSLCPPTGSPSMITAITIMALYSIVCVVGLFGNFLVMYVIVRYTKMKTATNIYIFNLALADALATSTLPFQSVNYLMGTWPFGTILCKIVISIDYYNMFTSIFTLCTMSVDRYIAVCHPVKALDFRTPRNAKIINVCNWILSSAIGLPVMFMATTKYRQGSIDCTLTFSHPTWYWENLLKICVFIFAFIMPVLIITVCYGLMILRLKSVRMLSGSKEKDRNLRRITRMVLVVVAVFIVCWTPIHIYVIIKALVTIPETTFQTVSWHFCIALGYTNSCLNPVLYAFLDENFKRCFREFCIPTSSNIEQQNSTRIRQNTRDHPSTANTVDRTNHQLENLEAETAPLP
Target sequence (P41143 whole entry, looked up): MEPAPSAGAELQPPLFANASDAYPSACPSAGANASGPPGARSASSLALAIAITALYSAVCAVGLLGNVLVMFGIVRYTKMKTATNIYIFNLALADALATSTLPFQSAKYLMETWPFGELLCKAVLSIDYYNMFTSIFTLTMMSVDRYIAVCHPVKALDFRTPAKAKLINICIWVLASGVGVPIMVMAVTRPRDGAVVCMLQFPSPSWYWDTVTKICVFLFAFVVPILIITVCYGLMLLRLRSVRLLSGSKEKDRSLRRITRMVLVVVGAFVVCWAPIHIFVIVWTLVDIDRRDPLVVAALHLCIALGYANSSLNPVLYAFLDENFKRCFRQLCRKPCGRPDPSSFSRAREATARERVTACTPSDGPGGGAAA
V-ATPase pHluor: yeast V-ATPase proton transport regulation by pHLuorin | S. cerevisiae, pHLuorin cytosolic pH fluorescence | response, % at 10 µM | 0.37% of 350,000 active; in the data active means response mostly above about 7.3%, no sharp cut-off; inactive means mostly below about 5.4%; further: actives read high; inactives centre near 0; some compounds called inactive have numbers as strong as hits; reference of the scale not given here
CAL-PDZ inh HTS: inhibitors of human CAL PDZ peptide binding | inhibition, % at 24.9 µM | 0.92% of 300,000 active | purified CAL PDZ, TMR-peptide fluorescence polarization, 1 h | AID 602252 | Q9HD26;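 active means mean inhibition of at least 30% with at least half of replicates also reaching 30%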;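 further: 0% = DMSO neutral control and 100% = excess unlabeled competitor peptide PRC23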
RTF Ca sens act: cardiac RTF calcium sensitization; IANBD-labeled TnC RTF fluorescence at EC20 calcium; 0% EC20 calcium, 100% full calcium; 0.24% of 340,000 active; activation, % at 7.2 µM; P19429+P45379;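 active means activation above the mean over all tested compounds plus 3 SD, cut at about 30% in these data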;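 further: rise in fluorescence read as greater calcium sensitivity of cardiac thin filaments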
HTR5A inv ctr: counter-screen for OPRM1-OPRD1 inverse agonists: human HTR5A inverse agonism | P47898 | HTR5A cell line, luminescence | inhibition, % at 9.3 µM | 0.083% of 340,000 active | AID 504634; in the data active means inhibition mostly above about 23%, no sharp cut-off; inactive means mostly below about 18%;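 further: 0% = cells with DMSO and 100% = no-cell wells with DMSO; some compounds called inactive have numbers as strong as hits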
C-LANA FP: blocks KSHV LANA C-terminal domain binding to DNA; MBP-C-LANA/FAM-LBS DNA binding, fluorescence polarization; inhibition, % at 9 µM; 0.078% of 340,000 active; AID 504423;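 active means highest replicate inhibition at or above 60% at 9 µM, even if other replicates fall short; inactive means all replicates below 60% inhibition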;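 further: 0% = neutral control wells and 100% = 4 µM acridine orange control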
HTR5A ag: HTR5A agonism, opioid heterodimer counter-screen; P47898; 0.61% of 340,000 active; activation, % at 9.3 µM; HTR5A agonist assay, luminescence, cell-based; in the data active means activation mostly above about 9.5%, no sharp cut-off; inactive means mostly below about 7.6%;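 further: 0% = cells with vehicle only and 100% = reference agonist; strong numbers were not always called active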
Keap1 Nrf2 FP: disrupts human Keap1 binding to Nrf2 peptide; Q14145; Keap1 Kelch-Nrf2 peptide fluorescence polarization, 1536-well; inhibition, % at 9.4 µM; 0.15% of 340,000 active; in the data active means inhibition above about 12%;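 further: human Keap1 Kelch domain with fluorescein labeled Nrf2 9mer peptide probe; 0% = neutral control wells and 100% = peptide positive control; higher means more block of Keap1 binding to Nrf2 peptide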
OPRM1-OPRD1 inv: mu-delta opioid heterodimer inverse agonism; 0.21% of 340,000 active; inhibition, % at 9.3 µM; cell-based MOR-DOR heterodimer luminescence; AID 504357; P35372+P41143; in the data active means inhibition above about 22%, passing the limit was not always enough;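 further: 0% = cells with DMSO and 100% = wells without cells with DMSO; values of inactives mirror those of a sister screen read the other way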
* hit, by the source's call; nt = not tested or not shown. Random draw from the library; overall some 2.8% were active at least once.

The line under a structure holds: Keap1 Nrf2 FP, CAL-PDZ inh HTS, HTR5A inv ctr, Cardiac RTF inh, HTR5A ag, RTF Ca sens act, OPRM1-OPRD1 ag, V-ATPase pHluor, OPRM1-OPRD1 inv, C-LANA FP
> Cc1cc(C)n2nc(C(=O)NC(c3ccccc3)c3ccccc3)nc2n1
    2, -1, 3, -4, 2, 3, -2.1, 1, 10, -0.8
> C=CCOc1ccc(/C=C/C(=O)OCC(=O)NCc2cccs2)cc1
    1, -3, 17, -12, -6, 1, -1.4, -7, 9, -1.1
> CC(=O)N(O)CCCCCNC(=O)CCC(=O)N(O)CCCCCNC(=O)CCC(=O)N(O)CCCCCNC(=O)CCC(=O)O
    0, nt, 2, -2, -1, 0, -2.5, 0, 13, 1.6
> CCCS(=O)(=O)NCc1ccc2c(c1)cc(C)n2C
    -7, -4, 4, -14, -2, 7, 0.9, 1, -5, 0.3
> OC1(c2ccc(Br)cc2)CCNCC1
    1, 10, 6, 2, 2, 6, -2.3, -4, 12, 0.2
> Cc1c(C)n(-c2ccccc2)c2ncnc(NCCN(C)C)c12
    -1, nt, -21, -9, 5, 6, -2.5, 0, 12, 0.5
> NS(=O)(=O)c1cccc(NC(=O)CSc2nc3ccccc3c(=O)n2CCCN2CCOCC2)c1
    -3, -21, 4, 0, 3, 0, 0.4, -4, -2, -1.3
> N/C(=N\O)c1ccncc1
    0, nt, -5, -3, 2, 9, -0.6, 3, 3, nt
> CC1C=CCC2C(=O)N(c3ccccc3OC(=O)c3ccco3)C(=O)C12 (configuration not stated)
    -3, -2, 6, -8, -2, 13, -1.6, 7, 8, -1.9
> CCc1ccc(C(=O)CCC(=O)Nc2cccc(S(=O)(=O)N3CCCCC3)c2)cc1
    0, -2, -27, -4, 11, -10, -0.4, -8, 2, 0.1
> Cc1cccc(C)c1NC(=O)CN(C)C(=O)[C@H](C)NC(=O)c1ccco1
    -5, -3, 1, -3, 2, -2, -2.6, 0, 10, 2.6
> COc1cccc(N(CC(=O)NCC2CCCO2)C(=O)CNS(=O)(=O)c2ccccc2)c1 (configuration not stated)
    -3, 6, -10, -1, 4, 0, -0.9, -3, 5, 1.3
> COc1ccc(S(=O)(=O)Nc2c(O)c3ccccc3oc2=O)cc1
    1, -6, 10, -8, -3, -2, -1.9, -4, 12, 0.8
> CSc1cc(-c2ccccc2)[nH]c(=O)c1C#N
    -7, 3, 10, 0, 1, -5, -1.1, -2, 8, 2.6
> CC(C)CN(C(=O)c1ccc(N2CCCC2=O)cc1)C1CCS(=O)(=O)C1 (configuration not stated)
    1, -5, 2, -9, -1, -1, -2.6, 2, 14, 0.0
> CCN(C(=O)COC(=O)c1ccc(C)c(S(=O)(=O)N2CCCCC2)c1)C1CCS(=O)(=O)C1 (configuration not stated)
    -1, -3, 3, -7, -1, 7, -1.3, -1, 7, 1.9
> CCOC(=O)c1sc(NC(=O)c2ccccc2OC)nc1C
    -8, nt, -9, -7, 3, 2, 4.1, 0, -23, -1.0
> COC(=O)c1ccccc1NC(=O)CN1CCN(c2ccccn2)CC1
    3, -1, 15, -12, -5, -1, -0.5, 1, 3, -0.7
> CCN(CCS(=O)(=O)c1ccc(Cl)cc1)Cc1nc2ccccc2c(=O)[nH]1
    1, -8, 10, -2, -4, 8, -3.0, 1, 12, 0.1
> CCCCNC(=S)N1CCN(CC)CC1
    -2, -2, 2, -6, -1, 12, -2.7, 5, 13, -0.7
> COc1ccc([N+](=O)[O-])cc1NC(=O)C(C)N(C)Cc1ccc(Br)cc1 (configuration not stated)
    1, -2, -9, 3, 2, 6, -3.0, -1, 16, -3.4
> Cn1c(=O)c2cc(S(=O)(=O)NC(C(=O)NC3CCCCC3)c3ccccc3)ccc2n(C)c1=O (configuration not stated)
    -3, nt, -10, -8, 4, 0, -0.9, 0, 5, -0.1
> Cc1cccc(OCC(=O)NCC2CCCO2)c1C (configuration not stated)
    4, -2, 1, -4, 0, -4, -0.3, -3, 2, 4.2
> OCCOCCN1CCN(C(=S)Nc2ccccc2)CC1
    -2, nt, -2, 2, 0, -1, -2.1, 6, 10, -0.9
> C=C(c1ccccc1)c1ccccc1N
    0, 0, -23, 12, 8, -4, -1.6, -3, 9, 0.1
> C=CCn1cccc(C(=O)Nc2ccc(OCC)cc2)c1=O
    1, 5, -5, -8, 2, -1, -1.2, -1, 7, 0.3
> CCc1nn(-c2cc(Cl)ccc2OC)c2c1C(=O)CCC2
    -3, 8, -2, -3, 1, -2, 0.9, -2, -5, -0.4
> C=CCn1c(SCC(=O)N2CCN(CCO)CC2)nc2sc3c(c2c1=O)CCC3
    0, -7, 11, -12, -4, -1, 4.9, 6, -20, -1.3
> CC(C)C(NC(=O)c1ccccc1NC(=O)c1ccco1)C(=O)NNC(=O)c1ccncc1 (configuration not stated)
    -4, nt, -5, 2, -6, 13, -3.2, 5, 17, 0.2
> CCOc1ccccc1N(CC(=O)Nc1ccc(S(=O)(=O)N2CCOCC2)cc1)S(=O)(=O)c1ccc(Cl)cc1
    -3, -3, -6, 11, 1, 1, -0.9, -3, 5, -3.5

The listing continues:
The line under a structure holds: Keap1 Nrf2 FP, CAL-PDZ inh HTS, HTR5A inv ctr, Cardiac RTF inh, HTR5A ag, RTF Ca sens act, OPRM1-OPRD1 ag, V-ATPase pHluor, OPRM1-OPRD1 inv, C-LANA FP
> O=C1NC(=O)C(Cc2ccccc2)(c2cccnc2)N1 (configuration not stated)
    2, -1, 20, -3, 6, 3, -0.4, -1, 2, 1.3
> CCn1nnnc1SCC(=O)NCc1ccco1
    -7, -2, -2, 5, 5, -6, -2.5, -4, 15, 1.4
> O=C(NCc1cccs1)C1CCCN1C(=O)Nc1ccccc1[N+](=O)[O-] (configuration not stated)
    4, 4, 15, 0, -6, -4, 1.1, -1, -8, -1.0
> CCc1ccccc1N(CC(=O)NC(C)c1ccccc1)S(C)(=O)=O (configuration not stated)
    4, -6, -17, -5, 5, -5, -3.7, 0, 18, -0.1
> CCN1CCN(C(=O)c2ccc3c(c2)N(Cc2ccc(C)cc2)CCS3)CC1
    -5, -3, 1, -5, 0, -3, 1.6, 6, -8, 1.2
> CCOC(CNC(=O)c1ccc2c(c1)nc(C)n2-c1cccc(F)c1)OCC
    4, 0, -23, -3, 5, 6, -1.5, 0, 8, 2.2
> COC(=O)c1ccc(COC(=O)CCc2nc(-c3ccccc3)c(-c3ccccc3)o2)cc1
    -8, 27, 0, 0, 6, 9, 4.3, 3, -22, -2.2
> CC(=O)OC(COc1cccc(C)c1)Cn1cnc2ccccc21 (configuration not stated)
    -6, -3, 4, 0, 6, 0, -1.9, 3, 9, -1.5
> NC(=O)c1nsc(C(=O)N(CCCN2CCOCC2)C(C(=O)NC2CCCCC2)c2ccc(Cl)cc2)c1N (configuration not stated)
    1, -4, 1, -16, 0, -1, -1.8, 0, 11, 0.1
> Cc1cccc(NC(=O)c2cccc(Cn3cc(Br)c([N+](=O)[O-])n3)c2)c1C
    -5, -4, -20, -10, 7, -1, 2.0, 0, -9, 0.6
> CCNC(=O)COC(=O)c1cc(S(=O)(=O)N2CCCc3ccccc32)ccc1Cl
    -1, nt, -2, -3, 4, -1, 0.9, -2, -5, -2.0
> CCOC(=O)c1c(NC(=O)c2ccc(N3C(=O)C4C5C=CC(C5)C4C3=O)cc2)sc2c1CCCC2 (configuration not stated)
    -10, -4, 19, 4, -4, -3, -3.4, 0, 17, 0.6
> CC(OC(=O)CCc1nc2ccccc2c(=O)[nH]1)C(=O)Nc1ncc(Cl)cc1Cl (configuration not stated)
    -2, 0, nt, nt, nt, nt, nt, -1, nt, 1.6
> N#CC1=C2SCN(c3ccccc3)CN2C(=O)CC1c1c(Cl)cccc1Cl (configuration not stated)
    -4, 0, -1, -3, -2, -1, -2.5, -2, 14, -0.6
> CC(C)c1nc(SCC(=O)Nc2cccc3ccccc23)n[nH]1
    -2, -4, -1, -2, 0, -5, -1.2, -1, 6, -0.8
> Cc1noc(C)c1C(=O)OCC(=O)Nc1ccccc1Oc1ccccc1
    -6, 0, 3, 2, -6, 10, 2.7, -6, -16, -0.3
> COC(=O)[C@@H](Cc1ccccc1)NC(=O)NCCc1ccccc1
    -8, 2, -3, -4, 1, -5, -0.7, 3, 4, 0.1
> COc1cccc(-c2cc(C(=O)Nc3ccc(N(C)C(C)=O)cc3)c3cc(Br)ccc3n2)c1
    -3, nt, 21, 1, 4, -1, 6.0, -1, -31, -1.1
> Cc1ccc(Cl)cc1NC(=O)CN1CCN(S(=O)(=O)N2CCOCC2)CC1
    2, -6, -27, 5, 10, -4, -3.0, -1, 16, 1.0
> CCOC(=O)c1cc(NC(=O)c2c(C)noc2C)cc(C(=O)OCC)c1
    -5, 2, -15, -3, 2, 6, -0.9, 3, 5, 0.1
> Cc1cccc(N2CCN(S(=O)(=O)c3ccc4c(c3)CCCN4C(=O)C3CCC3)CC2C)c1 (configuration not stated)
    5, 0, 15, -11, -4, -2, -0.6, 0, 3, -0.4
> COc1ccc(S(=O)(=O)N2CCCCC2)cc1NC(=O)c1cc(C)on1
    0, -5, -6, -10, 2, 4, 1.6, 6, -8, 0.1
> CC(C)(C)n1nnnc1C(c1cccs1)N1CCN(C(=O)c2ccco2)CC1 (configuration not stated)
    2, 1, 5, -3, -2, 2, -1.2, 4, 6, 1.7
> COc1ccc(N(Cc2cc3cc(C)ccc3[nH]c2=O)C(C)=O)cc1
    -2, -2, -18, -4, 0, 0, -1.4, 0, 8, 0.5
> Cc1cc(C)n(S(=O)(=O)c2ccccc2)n1
    -1, -3, -5, -2, 7, 4, -2.0, 9, 10, -2.6
> O=C(CCn1ccc2ccccc21)NC1CCCc2ccccc21 (configuration not stated)
    -2, 0, 6, -5, -2, 0, 3.3, -2, -16, 3.2
> CCn1c(SCC(=O)Nc2cc(C)on2)nnc1-c1ccc(C)cc1
    3, -8, -2, -6, 0, -7, -1.4, 4, 9, 0.3
> COC(=O)c1sc(NC(=O)COc2ccccc2C)nc1C
    -6, -2, 6, -2, -2, 0, 0.8, -1, -4, -2.4
